Compound activity deposited in PubChem BioAssay by several laboratories.
Mtb RmlCD inh: inhibitors of Mycobacterium tuberculosis RmlC and RmlD coupled enzymes; 160,000 compounds, 0.03% hits; P9WH09+P9WH11; RmlC+RmlD coupled enzyme assay, percent inhibition; primary screen in compound mixtures; inhibition, % at 3.6 µM; in the data active means inhibition mostly above about 34%, no sharp cut-off; further: some results filed as inactive read as strong as hits
Target sequence (P9WH09 whole entry, looked up): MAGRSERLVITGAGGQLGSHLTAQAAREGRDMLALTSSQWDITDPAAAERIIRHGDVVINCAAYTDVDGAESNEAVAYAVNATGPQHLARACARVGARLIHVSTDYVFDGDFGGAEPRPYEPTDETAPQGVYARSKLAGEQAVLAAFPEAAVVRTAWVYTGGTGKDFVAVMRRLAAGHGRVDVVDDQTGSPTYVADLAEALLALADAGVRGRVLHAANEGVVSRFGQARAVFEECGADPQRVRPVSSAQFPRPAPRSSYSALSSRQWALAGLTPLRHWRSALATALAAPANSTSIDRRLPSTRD
Target sequence (P9WH11 whole entry, looked up): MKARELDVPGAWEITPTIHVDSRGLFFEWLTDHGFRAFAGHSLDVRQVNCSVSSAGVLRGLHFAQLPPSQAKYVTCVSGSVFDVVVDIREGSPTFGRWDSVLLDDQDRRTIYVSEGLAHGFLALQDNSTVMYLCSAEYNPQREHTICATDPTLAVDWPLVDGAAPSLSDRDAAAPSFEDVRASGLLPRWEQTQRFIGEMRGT
M. tuberculosis GlmU: inhibition of mycobacterial GlmU enzyme – biochemical, glucosamine-1-phosphate acetyltransferase (AID 1376); one-dose inhibition, %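 (tested at 30 µM in the primary screen)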; IC50 in µM for titrated hits; M. tuberculosis GlmU acetyltransferase enzyme assay; higher % means a stronger effect; 220,000 compounds, 0.25% hits; in the data active means inhibition above about 13%;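 further: 0% = complete reaction with vehicle and 100% = reaction without substrate; strong numbers were not always called active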
The depositor's hits bear a star; . = not tested or not shown.

Every second line gives: Mtb RmlCD inh	M. tuberculosis GlmU
[1] Cc1cccc(CSc2nc3ccncc3n2CC(=O)Nc2cc(C)cc(C)c2)c1
  .	-5.7%
[2] CSC(SC)=C(C#N)C(=O)c1ccccc1
  0.7	1.8%
[3] O=C(CNC(=O)C12CC3CC(CC(C3)C1)C2)N/N=C\c1ccccn1
  -9.3	0.9%
[4] Cc1ccc(C(OC(=O)c2ccco2)C(=O)NC2CCCCC2)cc1 (centres undefined)
  -1.2	2.7%
[5] O=C1Nc2ccc(F)cc2C12SCCS2
  -8.2	.
[6] CN(C)c1ccc(C(=O)C(O)c2ccc(C(C)(C)C)cc2)cc1 (centres undefined)
  -1.6	3.6%
[7] COc1cccc(NC(=O)CN(C)S(=O)(=O)c2ccc(C)cc2)c1
  .	-4.7%
[8] CCOC(=O)C1=C(C)OC(N)=C(C#N)C1c1ccccc1 (centres undefined)
  3.4	-0.3%
[9] CC(C)Sc1nnc([C@H](Cc2c[nH]c3ccccc23)NC(=O)OC(C)(C)C)o1
  .	4.2%
[10] CCCn1c(SCC(=O)NCc2ccc(F)cc2)n[nH]c1=O
  -8.8	-9.5%
[11] Cc1ccc(-c2csc(NC(=O)c3cccc(S(=O)(=O)N4CCN(C)CC4)c3)n2)cc1
  -9.1	2.3%
[12] COc1ccc(CNC(=O)CSc2nn3c(=O)c(C(C)(C)C)nnc3s2)cc1OC
  4.9	1.8%
[13] CCCC(=O)Nc1ccc(N2CCN(CC)CC2)c(Cl)c1
  10.1	2.5%
[14] COc1ccc(-n2cnnc2SCC(=O)c2cc(C)n(Cc3cccs3)c2C)cc1
  .	-5.8%
[15] CCNC(=O)Nn1c(-c2ccccc2)nc2ccccc2c1=O
  .	-1.8%
[16] CCOC(=O)CCC(=O)N1CCOCCOCCN(C(=O)CCC(=O)OCC)CCOCC1
  .	-0.3%
[17] Cc1c(C(=O)OC(C)C)sc(N)c1C(=O)OC(C)C
  .	0.6%
[18] CC1=CC=CC2=NC(=O)CC(C)(C(=O)N(CC(=O)NC3CCCC3)c3ccccc3C)N12 (centres undefined)
  -3.4	-1.4%
[19] CNC(=O)NC1CCCCc2sccc21 (centres undefined)
  -5.7	7.9%
[20] COc1ccc(N2CCN(C(=O)CCc3nc(-c4ccc(C)cc4)no3)CC2)cc1
  .	1.5%
[21] COC(=O)c1cc(NC(=O)c2cc(-c3ccc(C(F)(F)F)cc3)oc2C(F)(F)F)ccc1N1CCOCC1
  7.3	7.1%
[22] Cc1ccc(CNC(=O)[C@H]2C[C@@H]2[C@H](NP(=O)(c2ccccc2)c2ccccc2)c2ccccc2)o1
  .	0.0%
[23] c1ccc(NCc2nc3ccccc3n2CCOc2ccccc2)cc1
  6.8	-4.7%
[24] O=C1Nc2ccccc2C12NCCc1c2[nH]c2ccccc12 (centres undefined)
  -3.6	-1.6%
[25] Cc1nc(Br)c(Br)c(C)c1Br
  .	1.7%
[26] Cc1ccc[n+](CC(=O)N2CCCc3ccccc32)c1
  -4.9	5.8%
[27] CCCNC(=O)CC(NS(=O)(=O)c1ccc(Cl)cc1)c1ccco1 (centres undefined)
  -2.4	7.0%
[28] NC(=O)NC(c1ccc(Cl)cc1)c1ccccc1Cl (centres undefined)
  .	10.5%
[29] O=C(Nc1ccc2c(c1)OCO2)C1COc2ccccc2O1 (centres undefined)
  .	4.6%
[30] CCC(C)(C)NC(=O)CN(Cc1ccc2c(c1)OCO2)C(=O)CCC(=O)Nc1nccs1
  0.6	-1.4%

Single records, from the list above. Screens in order: Mtb RmlCD inh, M. tuberculosis GlmU
`COC(=O)c1cc(NC(=O)c2cc(-c3ccc(C(F)(F)F)cc3)oc2C(F)(F)F)ccc1N1CCOCC1` as listed: 7.3, 7.1%
`O=C(Nc1ccc2c(c1)OCO2)C1COc2ccccc2O1` (centres undefined) as listed: ., 4.6%

New compounds follow:
Every second line gives: Mtb RmlCD inh	M. tuberculosis GlmU
[31] Cc1ccc(CS/C(Nc2ccccc2C)=C(\C#N)C(N)=O)c(C)c1
  -10.9	3.3%
[32] Cc1cccc(-n2nc([N+](=O)[O-])c(=NCc3cccnc3)n2O)c1
  10.7	4.3%
[33] O=C(CN1C2CCC1CC(NC(=O)NC1CCCCC1)C2)NC1CC1 (centres undefined)
  .	0.7%
[34] COc1ccc(N2C(=O)CC(Nc3cccc([N+](=O)[O-])c3)C2=O)cc1 (centres undefined)
  -1.5	-3.8%
[35] Cc1ccc(NC(=O)CC2Nc3ccccc3NC2=O)cc1Cl (centres undefined)
  .	7.0%
[36] O=C(NCc1ccccc1)NC(=O)c1ccncc1
  17.9	-6.5%
[37] Cc1cccc(CSCCNC(=O)COc2ccc(Cl)cc2)c1
  .	1.2%
[38] C[C@H](O)[C@@]1(O)CC[C@H]2[C@@H]3CC[C@@H]4C[C@H](O)CC[C@]4(C)[C@H]3CC[C@@]21C
  .	-3.9%
[39] COCCn1c(NCc2ccccc2)nc2c1c(=O)[nH]c(=O)n2C
  -8.7	-4.2%
[40] Cc1cccc2cc(C#N)c(N3CCC(O)CC3)nc12
  -11.7	-5.6%
[41] CSc1cccc(CN2CCN(CCc3ccccc3)C(CCO)C2)c1 (centres undefined)
  -10.3	-6.4%
[42] CCCc1cc(C(=O)Nc2ccc(F)cc2F)no1
  -10.1	0.3%
[43] NC(=O)CC(NC(=O)Cc1cccc2ccccc12)c1ccc(N2CCC(Br)CC2)c([N+](=O)[O-])c1 (centres undefined)
  -13.8	3.6%
[44] O=C(O)CC(C(=O)Nc1cccc(C(F)(F)F)c1)C1CCCO1 (centres undefined)
  .	4.7%
[45] CCOC(=O)C(C)CC(C)C(=O)N1CCOCCOCCN(C(=O)C(C)CC(C)C(=O)OCC)CCOCC1 (centres undefined)
  -39.4	0.8%
[46] Cn1ncc(Cl)c1C(=O)Nc1ccc(Cl)cn1
  .	-2.9%
[47] CC(C)(C)[C@H]1C=C(C(=O)NCc2nc3ccccc3[nH]2)O[C@@H](OCc2ccc(CO)cc2)C1
  .	8.5%
[48] CC(=O)c1cccc(NC(=O)CN2C(=O)NC3(CCCCCCC3)C2=O)c1
  .	7.3%
[49] COc1ccccc1CNC(=O)c1cccs1
  7.2	9.7%
[50] Cc1nc(SCC(=O)c2cc3ccccc3oc2=O)c(C#N)c(-c2cccs2)c1C(=O)Nc1ccccc1
  -9.7	2.3%
[51] CCN(CC)S(=O)(=O)c1ccc(/C=C/C(=O)OCC(=O)NCc2ccc3c(c2)OCO3)cc1
  -34.7	1.3%
[52] Cc1cc(C)nc(Sc2ccc(/C=C(\C#N)C(N)=O)o2)n1
  -2.4	3.1%
[53] Cn1c(C(=O)NC2CCCCC2)cc2c(=O)n(C)c3ccccc3c21
  11.2	-0.4%
[54] COc1nc(NC(C)C)nc(NC(C)C)n1
  -10.9	0.9%
[55] c1ccc(CSc2ncn[nH]2)nc1
  10.2	-2.5%
[56] FC(F)(F)c1nnc2ccc(NCn3nnc4ccccc43)nn12
  .	0.4%
[57] CC1=CC(=O)C(C(C)C)=CC1=NC(=O)c1ccc(C)cc1
  .	0.3%
[58] O=C(Oc1ccc(-c2nccc(-c3ccccn3)n2)cc1)c1cccc(C(F)(F)F)c1
  -20.9	0.1%
[59] CC(O)[C@H]1CNC(=O)C(=O)N1CCc1cccc(F)c1 (some centres undefined)
  -8.0	-0.7%
[60] Cn1c(Cc2ccccc2)nnc1SCC(=O)Nc1ccc2c(c1)OCO2
  10.4	6.5%
[61] CCc1ccc(C2CC(=O)N3CN(c4ccccc4)CSC3=C2C#N)cc1 (centres undefined)
  6.9	5.0%
[62] CCOC(=O)c1nn(-c2ccccc2F)c2nc(-c3ccco3)c(C#N)c(=O)n12
  3.7	7.8%
[63] CCC(CC)NC(=O)Cc1ccccc1[N+](=O)[O-]
  8.7	-3.9%
[64] CCCCCCN=C(C)c1ccccc1O
  1.0	-6.0%
[65] O=C(CCC1CCCN(C(=O)c2cncs2)C1)NCc1ccc(F)c(F)c1 (centres undefined)
  -4.0	2.0%
[66] c1cc2c(cc1CCNC1C3CC4CC(C3)CC1C4)OCO2 (centres undefined)
  .	2.3%
[67] Cc1ccc(NC(=O)c2ccccc2)cc1OC(=O)c1ccccc1
  .	2.3%
[68] COc1ccc(-n2c(Cc3cccn3C)nnc2SCC(=O)NCc2ccc(F)cc2)cc1
  -9.6	5.5%
[69] CCN(CC)c1ccc(N2C(=O)/C(=C/c3cccnc3)SC2=S)cc1
  .	-2.2%
[70] Cc1ccc2nc3c(c(N)c2c1)CCN3c1ccccc1
  -2.8	-5.1%
[71] Cc1ccc(N2C(=O)CC(NNC(=O)Cc3ccc(F)cc3)C2=O)cc1Cl (centres undefined)
  13.4	-2.9%
[72] Cc1ccc(-n2c(-c3nn(C)cc3Cl)n[nH]c2=S)cc1
  .	1.1%
[73] Cc1ccc(NC(=O)CNCc2ccccc2)cc1Br
  6.2	0.5%
[74] O=C(CSCCO)Nc1ccc(C2CCCCC2)cc1
  4.1	-7.9%
[75] CC1Oc2ccccc2N(CC(=O)NCC2CCCO2)C1=O (centres undefined)
  .	-1.1%
[76] COC(=O)c1ccc(Cn2cc(C(F)(F)F)cc([N+](=O)[O-])c2=O)cc1
  -13.1	7.8%
[77] c1ccc(CNc2nc3ccccc3n3cnnc23)cc1
  .	1.6%
[78] Cc1ccc2oc(=O)c(/C=C(\O)c3cccs3)nc2c1
  .	1.7%
[79] COc1ccc(C(=O)Nc2ccc(NC(=O)C(C)C)nc2)cc1
  -7.3	4.1%
[80] CN1CCN(c2ccccc2NC(=O)C(Cc2ccccc2)n2cccc2)CC1 (centres undefined)
  -0.9	-2.2%
[81] CCCN(CC(=O)Nc1cc(Cl)ccc1Cl)C(=O)/C=C/c1ccco1
  11.2	-1.2%
[82] Cc1ccc(NC(C#N)c2ccccc2OCc2ccccc2)cc1 (centres undefined)
  -2.9	.
[83] CC(NC(=O)CSCc1ccccc1Br)c1ccccc1 (centres undefined)
  0.3	-2.9%
[84] O=C(NCCN1CCOCC1)c1ccc(CS(=O)(=O)Cc2ccccc2F)o1
  6.9	2.1%
[85] O=C(Nc1nc(-c2ccc(F)c(F)c2)cs1)c1cnccn1
  .	0.1%
[86] CC(=O)NC(=S)NNC(=O)COc1ccc(Br)cc1
  -7.7	-0.1%
[87] CCOC(=O)C1(CC2CCCCO2)CCN(Cc2cc(F)ccc2-n2cccn2)CC1 (centres undefined)
  -11.4	0.5%
[88] COc1ccc(OC)c(/C=N/NC(=O)CC(=O)NCc2ccccc2)c1
  7.4	-4.4%
[89] O=c1oc2ccc3ccccc3c2c2c1SC(C(F)(F)F)C2 (centres undefined)
  .	2.6%
[90] O=C(c1ccc2c(=O)n(C3CCCC3)c(=S)[nH]c2c1)N1CCCCCC1
  25.5	0.5%

The list continues.
Every second line gives: Mtb RmlCD inh	M. tuberculosis GlmU
[91] CCOc1ccc(OCc2ccc(C(=O)Nc3cccnc3)o2)cc1
  .	-5.6%
[92] O=C(NO)c1ccc(C(=O)N(C2CCCCC2)C2CCCCC2)cc1
  1.4	.
[93] O=C(Nc1sc2c(c1-c1nc3ccccc3[nH]1)CCCC2)C1CCCC1
  -1.8	-3.0%
[94] COc1ccc(N(C=O)C(=S)SC)cc1
  -7.7	6.9%
[95] CC(C)(C)NC(=O)C1CCC(C)(C(=O)O)C1(C)C (centres undefined)
  9.4	2.6%
[96] CC1=C(C(=O)Nc2ccccc2)C(c2ccco2)C(C#N)=C(SCC(=O)OC(C)C)N1 (centres undefined)
  2.2	-4.3%
[97] CNC(=S)N(Cc1cc2ccc(OC)cc2[nH]c1=O)CC1CCCO1 (centres undefined)
  -15.7	4.2%
[98] CC(=O)OC(C)(CCC(C)(OC(C)=O)C(C)=O)C(C)=O (centres undefined)
  -2.6	5.9%
[99] CNC(=O)CN(c1cc(C)ccc1C)S(C)(=O)=O
  .	-1.9%
[100] CCOC(=O)c1c(NC(=O)c2noc3c2CCCC3)sc(C)c1C
  .	3.5%
[101] O=C(NCc1ccccc1)C12CN(Cc3ccccc3)CC1C(c1cccc([N+](=O)[O-])c1)=NO2 (centres undefined)
  3.0	-5.2%
[102] Cc1ccc(N(CC(=O)NCC2CCCO2)C(=O)CCC(=O)Nc2ccccn2)cc1C (centres undefined)
  .	0.6%
[103] Cc1cc([N+](=O)[O-])c(C)cc1-c1ccc(/C=N/NC(=O)Cn2nnnc2N)o1
  7.3	3.5%
[104] COc1cccc(OC)c1C(=O)NC(=S)Nc1cccc(NC(=O)c2ccco2)c1
  2.1	-3.2%
[105] Cc1nn(-c2ccccc2)c(C)c1C(=O)OCC(=O)N1c2ccccc2NC(=O)C1(C)C
  10.2	1.7%
[106] O=C(CC1NCCNC1=O)Nc1ccc([N+](=O)[O-])cc1 (centres undefined)
  1.1	-3.3%

Molecules above that contain a Cl atom, in the order listed:
Every second line gives: Mtb RmlCD inh	M. tuberculosis GlmU
[13] CCCC(=O)Nc1ccc(N2CCN(CC)CC2)c(Cl)c1
  10.1	2.5%
[27] CCCNC(=O)CC(NS(=O)(=O)c1ccc(Cl)cc1)c1ccco1 (centres undefined)
  -2.4	7.0%
[28] NC(=O)NC(c1ccc(Cl)cc1)c1ccccc1Cl (centres undefined)
  .	10.5%
[35] Cc1ccc(NC(=O)CC2Nc3ccccc3NC2=O)cc1Cl (centres undefined)
  .	7.0%
[37] Cc1cccc(CSCCNC(=O)COc2ccc(Cl)cc2)c1
  .	1.2%
[46] Cn1ncc(Cl)c1C(=O)Nc1ccc(Cl)cn1
  .	-2.9%
[71] Cc1ccc(N2C(=O)CC(NNC(=O)Cc3ccc(F)cc3)C2=O)cc1Cl (centres undefined)
  13.4	-2.9%
[72] Cc1ccc(-n2c(-c3nn(C)cc3Cl)n[nH]c2=S)cc1
  .	1.1%
[81] CCCN(CC(=O)Nc1cc(Cl)ccc1Cl)C(=O)/C=C/c1ccco1
  11.2	-1.2%

These rows are one share of the data; rates above refer to the full screens.
